MrgX1 allo act = positive allosteric modulators of MrgX1, primary screen, HEK293 cells, Fluo-4 calcium flux; Mas-related G-protein coupled receptor member X1 (Homo sapiens), Q96LB2; FDSS; stronger effect = higher value; B-score at 10 µM; hit rate 0.63% among 310,000; AID 588675, 2011;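 active means plate-corrected calcium response at least 3 library SD above typical, normal starting fluorescence, not activating the receptor alone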;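 further: compound read alongside a low EC10 to EC30 dose of BAM8-22 agonist; peak minus trough fluorescence over baseline measured at the second addition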
Target sequence (Q96LB2 whole entry, looked up): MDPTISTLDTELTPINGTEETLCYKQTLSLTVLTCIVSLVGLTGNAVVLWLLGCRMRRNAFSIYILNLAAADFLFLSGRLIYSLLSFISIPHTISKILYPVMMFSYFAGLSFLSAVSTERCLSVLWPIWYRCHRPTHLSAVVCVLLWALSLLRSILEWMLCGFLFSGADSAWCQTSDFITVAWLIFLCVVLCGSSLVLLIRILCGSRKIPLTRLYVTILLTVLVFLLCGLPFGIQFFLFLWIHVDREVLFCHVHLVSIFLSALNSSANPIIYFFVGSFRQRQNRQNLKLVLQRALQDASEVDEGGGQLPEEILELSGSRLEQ
TRPC4 inh = inhibitors of mouse TRPC4 channel, primary screen, Fluo4 calcium, HEK293 TRPC4beta/mu-opioid cells | DAMGO-evoked Fluo4 calcium flux; stronger effect = lower value | B-score at 10 µM | hit rate 0.39% among 300,000 | Short transient receptor potential channel 4 (Mus musculus), Q9QUQ5;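 active means B-score over 3 SD under the library average, no early fluorescence shift, positive overall ratio signal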
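Signal: kinetic Fluo4 fluorescence imaging of calcium influx. Material: stable TRPC4beta/mu-opioid receptor HEK293 cells. Probe or stimulus: DAMGO in two steps, submaximal then maximal.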
PolyA inh = polyadenylation inhibitors in yeast reporter cells, primary screen, luminescence, S. cerevisiae; AID 1875, 2009; calls only at 12 µM; S. cerevisiae SKY197-pL101 polyadenylation reporter, beta-gal luminescence; efflux-impaired pdr1/pdr3 knockout yeast; score 100 = 6 SD above DMSO; hit rate 0.02% among 300,000;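 active means lowest replicate activity score at least 50, where 100 means six control SD above control mean; inconclusive means lowest score under 50 but half or more replicates reach 50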;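 further: yeast exposed to compound for 9 h at 30 °C; higher score means more reporter readthrough which indicates perturbed polyadenylation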
TRPC4 potent = positive allosteric modulators of TRPC4, primary screen, cell-based, mouse TRPC4beta, HEK293 mu-opioid, Fluo-4 calcium. DAMGO EC20, Fluo-4 Ca2+ flux; stronger effect = higher value. B-score at 10 µM. hit rate 0.42% among 310,000. AID 2227, 2009;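 active means B-score of calcium response area above 5 SD of library B-scores, with initial fluorescence ratio within 5 SD of library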;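 further: B-score of integrated fluorescence ratio over time as area under calcium response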
MrgX1 antag = antagonists of human MrgX1 receptor, primary screen, HEK293 cells, Fluo-4 calcium flux | Mas-related G-protein coupled receptor member X1 (Homo sapiens), Q96LB2 | BAM8-22 antagonism; stronger effect = lower value | B-score at 10 µM | hit rate 1.3% among 310,000 | AID 588676, 2011;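 active means calcium-response B-score plate-corrected more than 3 library SD below zero, starting fluorescence within 5 deviations, no agonist response on first addition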;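 further: peak minus trough fluorescence over baseline after final BAM8-22 challenge near maximal dose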
HIF activator = HIF pathway transcriptional activators, primary screen, cell-based, U2OS HRE-luciferase, luminescence; activation, % at 7.5 µM (by protocol); hit rate 0.32% among 300,000; U2OS HRE-luciferase reporter; normalized: DMSO 0%, desferrioxamine 100%;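 active means mean activation of at least 10% of the iron chelator positive control signal, with at least half of replicates also reaching 10%; inconclusive means mean and replicate majority disagree about reaching 10%; inactive means mean and most replicates under 10%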
TRPC6 inhibitor = mouse TRPC6 channel inhibitors, primary screen, cell-based, HEK293, membrane potential dye | Short transient receptor potential channel 6 (Mus musculus), Q61143 | ACh-evoked depolarization; stronger effect = lower value | B-score at 10 µM | hit rate 1.1% among 310,000;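 active means B-score under library mean minus 3 SD, initial fluorescence not abnormally high, positive integrated signal ratio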;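 further: B-score derived from integrated fluorescence ratio over the kinetic read; more negative B-score means stronger inhibition of depolarization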
TRPC6 act = mouse TRPC6 channel activators, primary screen, cell-based, HEK293, membrane potential dye; hit rate 0.13% among 310,000; HEK293-TRPC6 membrane potential dye fluorescence; stronger effect = higher value; B-score at 10 µM; Short transient receptor potential channel 6 (Mus musculus), Q61143;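 active means B-score of the integrated fluorescence ratio above library mean plus 3 SD, and starting fluorescence ratio within library mean plus 5 SD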;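 further: higher score means more depolarization so channel activation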
TRPC4 agonist = activators of mouse TRPC4 channel, primary screen, Fluo4 calcium, HEK293 TRPC4beta/mu-opioid cells; B-score at 10 µM; Short transient receptor potential channel 4 (Mus musculus), Q9QUQ5; hit rate 0.49% among 310,000; Fluo4 calcium fluorescence; stronger effect = higher value;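 active means B-score above 5 SD of library B-scores, and initial fluorescence ratio not above library mean plus 5 SD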;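 further: positive B-score marks a calcium rise read as TRPC4 activation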
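Assay system: HEK293 stable line with TRPC4beta plus mu-opioid receptor; schedule: 45 min room-temperature Fluo4 loading, 110 s read; technique: kinetic Fluo4 calcium fluorescence; evaluation: integrated baseline-normalised fluorescence ratio, converted to per-well B score; controls: buffer (low) and maximal DAMGO (high)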
MrgX1 agonist = agonists of human MrgX1 receptor, primary screen, HEK293 cells, Fluo-4 calcium flux; hit rate 0.44% among 310,000; Mas-related G-protein coupled receptor member X1 (Homo sapiens), Q96LB2; Fluo-4 calcium fluorescence, agonist mode; stronger effect = higher value; B-score at 10 µM;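 active means calcium response B-score plate-corrected fluorescence ratio at least 3 library SD, with starting fluorescence B-score inside 5 SD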
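Material – MrgX1-expressing HEK293 cells · Input – 15,000 cells seeded per well · Dosing – compound as first of three additions · Times – overnight seeding, then 1 h dark dye loading · Measured by – kinetic Fluo-4 NW fluorescence of intracellular calcium · Read-out – B-scored fluorescence response ratio · Benchmarks – positive and negative control wells on each plate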
AI-2 QS mod = Vibrio harveyi AI-2 quorum sensing modulators, primary screen, JMH597 strain, luminescence/OD600 ratio | Vibrio harveyi JMH597 AI-2 luminescence/OD600 ratio, 9 h; stronger effect = lower value; strain lacks LuxN and CqsS sensors; 0 = neutral-control median | activity change, % at 7.5 µM | hit rate 0.4% among 300,000; in the data active means activity change below about -75%, passing the limit was not always enough; inconclusive means no clear call, values can overlap the other calls;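 further: luminescence divided by OD600 gain over 9 h not by final OD600 alone; inactives centre near 13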
Starred values were filed as active, the others as inactive; i = inactive; ? = inconclusive; · = not tested or not shown. Some of the compounds tested, so the mix of outcomes need not match the whole.

SMILES	MrgX1 allo act	TRPC4 inh	PolyA inh	TRPC4 potent	MrgX1 antag	HIF activator	TRPC6 inhibitor	TRPC6 act	TRPC4 agonist	MrgX1 agonist	AI-2 QS mod
CCOC(=O)CC(NC(=O)Cn1nnc(-c2ccccc2Cl)n1)c1ccc(OC)cc1 (stereo not drawn)	i	i	i	i	i	-0.3	i	i	i	i	14
CCC1CCCCN1Cc1nc(Cc2ccccc2Cl)no1 (stereo not drawn)	i	i	i	i	i	-0.1	i	i	i	i	9
O=C(CN1CCN(S(=O)(=O)c2ccc(F)cc2)CC1)Nc1cc(C(F)(F)F)ccc1Cl	i	·	i	·	i	-0.5	·	·	·	i	20
CC(C)NC(=O)c1onc(CSc2ccc(Cl)cc2)c1C(=O)NC(C)C	i	i	i	i	i	-0.4	i	i	i	i	18
Cc1nnc2ccc(-c3ccc(NS(=O)(=O)c4ccccc4F)cc3)nn12	i	i	i	i	i	-0.5	i	i	i	i	4
Cc1cccc(C)c1NC(=O)NN(C(=O)c1ccccc1)C(C)(C)C	i	i	i	i	i	0.0	i	i	i	i	23
COc1ccc(N(CC(=O)Nc2cc([N+](=O)[O-])ccc2C)S(C)(=O)=O)cc1OC	i	i	i	i	i	0.3	i	i	i	i	-16
COc1cc(/C=N/NC(=O)CNC(=O)c2cccs2)ccc1O	i	i	i	i	i	-0.2	i	i	i	i	30
Cc1nc(SCC(=O)NC(=O)NC2CCCCC2)nc(C)c1C	i	·	i	i	i	-0.2	i	i	i	i	13
O=C(CSc1ccc(-c2ccccc2)nn1)NCc1ccco1	i	i	i	i	i	-0.1	i	i	i	i	12
CC1CCN(c2nc3c(c(=O)[nH]c(=O)n3C)n2CCCc2ccccc2)CC1	i	i	i	i	i	-0.2	i	i	i	i	27
Cc1ccc(NC(=O)CN2CCC(C(N)=O)CC2)cc1[N+](=O)[O-]	i	i	i	i	i	1.0	i	i	i	i	-1
FC(F)(F)c1cccc(N2CCN(Cc3ccoc3)CC2)c1	i	i	i	i	i	0.3	i	i	i	i	·
Cn1cc(CN2CCC(C(O)CCc3ccccc3)CC2)c(-c2ccccc2F)n1 (stereo not drawn)	i	i	i	i	i	-0.2	i	i	i	i	21
O=C(CSc1nnc(NC2CCCCC2)s1)NC1CCS(=O)(=O)C1 (stereo not drawn)	i	i	i	i	i	-0.7	i	i	i	i	19
Cc1nc2c(Cl)cc(Cl)cc2[nH]1	i	i	i	i	i	0.0	i	i	i	i	2
Nc1nc(CSc2n[nH]c(-c3ccccc3)n2)nc(Nc2ccccc2)n1	i	i	i	i	i	-1.2	i	i	i	i	4
COc1ccc(N(C)C(=O)CCS(=O)(=O)c2cccc3nonc23)c(OC)c1	i	i	i	i	i	-0.1	i	i	i	i	3
CCc1ccc2nc3sc(C(=O)Nc4nnc(CC)s4)c(N)c3cc2c1	i	i	i	i	-7.1*	1.0	i	i	i	i	8
CCOC(=O)c1ccccc1NC(=O)Cn1cnc2c(nnn2-c2ccc(C)cc2)c1=O	i	i	i	i	i	0.1	i	i	i	i	19
Cc1cc(C)c2c3c(sc2n1)C(=O)N(C)CC(=O)N3	i	i	i	i	i	-0.3	i	i	i	i	21
O=S(=O)(Nc1ccc(-c2ccc3nncn3n2)cc1)c1cc(F)ccc1F	i	i	i	i	i	0.2	i	i	i	i	9
Cc1cc(C)cc(-n2c(C)cc(/C=N\NC(=O)COc3cccc4cccnc34)c2C)c1	i	i	i	i	i	0.3	i	i	i	i	31
CC(=O)Nc1ccc(S(=O)(=O)N2CCSC2c2ccco2)cc1 (stereo not drawn)	i	i	i	i	i	-0.1	i	i	i	i	11
Cc1ccc(CC(NC(=O)c2ccccc2)C(=O)NCC(=O)O)cc1 (stereo not drawn)	i	·	i	i	i	0.4	i	i	i	i	3
CCOc1ccc(/C=N/n2nnnc2N)cc1OCC	i	i	i	i	i	0.3	i	i	i	i	-31
COc1ccc(/C=C2/CCCC(C(=O)C(F)(F)F)=C2O)cc1OC	i	i	i	i	i	0.5	i	i	i	i	-3
CCc1nn2c(N3CCOCC3)cc(C)nc2c1-c1ccccc1	i	i	i	i	i	0.5	i	i	i	i	7
CCCc1nc2ccccc2c(C(=O)OCC(=O)NCc2ccco2)c1CC	i	i	i	i	i	0.2	i	i	i	i	21
O=C(COc1ccc(Cl)cc1)N1CCN(C(=O)c2ccccc2F)CC1	i	i	i	i	i	-0.4	i	i	i	i	34
CCc1ccc(OCC(=O)Nc2ncc3c(n2)CC(C)(C)CC3=O)cc1	i	i	i	i	i	-0.5	i	i	i	i	18
N#Cc1c(-c2ccc(F)cc2)cc(-c2cccs2)nc1SCC(=O)O	i	i	i	i	i	-0.7	i	i	i	i	29
COC(=O)c1ccc(C2C(Oc3ccccc3)C(=O)N2CCc2ccc(OC)c(OC)c2)cc1 (stereo not drawn)	i	i	i	i	i	-0.6	i	i	i	i	9
Cc1ccc(-n2cc(CN3CCC(CO)(Cc4ccccc4)CC3)cn2)cc1	i	i	i	i	i	?	i	i	i	i	16
O=C(Cn1nnc2ccccc21)c1ccccc1	i	i	i	i	i	2.7	i	i	i	i	16
Cc1cc(C)c(C)c(S(=O)(=O)N2C(=S)NC(=O)C2CC(C)C)c1C (stereo not drawn)	i	i	i	i	i	-0.6	i	i	i	i	34
CCC(C)Nc1nc(OCC(F)(F)F)nc(OCC(F)(F)F)n1 (stereo not drawn)	i	i	i	i	i	0.1	i	i	i	i	1
Cc1cc(NC(=O)COC(=O)CC2CCCC2)c([N+](=O)[O-])cc1C	i	i	i	i	i	0.4	i	i	i	i	17
Cc1ccn2c(/C=N/OCc3ccc(F)cc3)c(-c3ccc(Cl)cc3)nc2c1	i	i	i	i	i	0.0	i	i	i	i	24
Cc1cc(=O)c2cccc(Br)c2[nH]1	i	i	i	i	i	-0.6	i	i	i	i	21
c1ccc(Oc2cccc(NC3=NCCC3)c2)cc1	i	i	i	i	i	-0.3	i	i	i	i	7
Cc1nnc(SCCn2c(N3CCC(C)CC3)nc3c2c(=O)[nH]c(=O)n3C)s1	i	i	i	i	i	0.0	i	i	i	i	23
COc1ccc(S(=O)(=O)N2CC(O)CC2C(=O)OCC(=O)Nc2ccc(Cl)cn2)cc1 (stereo not drawn)	i	i	i	i	i	-2.0	i	i	i	i	12
COc1cccc(-c2ccc(SCC(=O)c3ccccc3)nn2)c1	i	i	i	i	i	0.9	i	i	i	i	12
CCOc1ccc(OCCn2nnc3ccccc3c2=O)cc1	i	i	i	i	i	2.7	i	i	i	i	3
O=C(CSc1ncccn1)N1CCN(C(c2ccccc2)c2ccccc2)CC1	i	i	i	i	i	-0.2	-7.9*	i	i	i	9
O=C(O)C1CC(=O)N(C2CCCCC2)C1c1ccccc1 (stereo not drawn)	i	i	i	i	i	1.3	i	i	i	i	-6
Nc1nc(Br)c2ccccc2c1-c1ccccc1	i	i	i	i	i	0.2	i	i	i	i	4
N#Cc1ccc(C(=O)N2CCN(c3ncccn3)CC2)cc1	i	i	i	i	i	-0.5	i	i	i	i	16
CCc1ccccc1N(CC(=O)N1CCN(c2ccccc2F)CC1)S(C)(=O)=O	i	i	i	i	i	-0.9	i	i	i	i	24
The list continues:
SMILES	MrgX1 allo act	TRPC4 inh	PolyA inh	TRPC4 potent	MrgX1 antag	HIF activator	TRPC6 inhibitor	TRPC6 act	TRPC4 agonist	MrgX1 agonist	AI-2 QS mod
Cc1noc(C)c1CSCC(=O)Oc1ccc(N(C)S(=O)(=O)c2ccccc2)cc1	i	i	i	i	i	0.0	i	i	i	i	1
Cc1nc(-c2cc(-c3nc(-c4cc(C(F)(F)F)cc(C(F)(F)F)c4)no3)no2)cs1	i	i	i	i	i	0.2	i	i	i	i	14
Cc1ccc(S(=O)(=O)NCCc2ccc(S(N)(=O)=O)cc2)cc1	i	i	i	i	i	-0.6	i	i	i	i	39
Cc1ccnc(NC(=O)CCC(=O)c2cc(C)sc2C)c1	i	i	i	i	i	0.6	i	i	i	i	27
CCOC(=O)C1=C(C)N(c2ccccc2)C(=O)C1CC(=O)O (stereo not drawn)	i	i	i	i	i	-0.9	i	i	i	i	-7
Cc1nc2sc(C(c3ccccc3)N3CCN(C)CC3)c(O)n2n1 (stereo not drawn)	i	i	i	i	i	-0.2	i	i	i	i	14
Cn1c(-c2ccc(-c3ccccc3)cc2)c[nH]c1=S	i	i	i	i	i	1.6	i	i	i	i	17
CCN1C(=O)[C@H]2[C@@H](c3ccc(-c4ccc(OC)cc4)cc3)N3CCCC[C@@]3(C(=O)OC)[C@H]2C1=O	i	i	i	i	i	-0.1	i	i	i	i	11
COc1ccc(C(=O)C2CCCN(Cc3cn[nH]c3-c3ccccc3)C2)cc1OC (stereo not drawn)	i	i	i	i	i	-0.2	i	i	i	i	14
CCn1cc(C(=O)NCc2ccco2)c(=O)c2cc(S(=O)(=O)N3CCCCCC3)ccc21	i	i	i	i	i	-0.7	i	i	i	i	18
COc1ccc(/C=N\NC(=O)COc2ccccc2Cl)cc1Cn1nc(C)cc1C	i	i	i	i	i	-1.3	i	i	i	i	5
O=C(COc1ccc([N+](=O)[O-])cc1)Nc1cccnc1	i	i	i	i	i	0.0	i	i	i	i	49

Screening results (PubChem)
